TDP1 block – TDP1 (human) enzyme inhibition. Potency, µM (top dose mostly 130 µM), inactives show at the highest dose activity change, negative = inhibition, most hits filed as inhibitors. recombinant TDP1, AlphaScreen DNA substrate cleavage. 350,000 tested, 0.28% active; active = well fitted inhibition curve with a large enough effect; also: nearly all actives have a fitted effect of over 40% in size
Target sequence (Q9NUW8 whole entry, looked up): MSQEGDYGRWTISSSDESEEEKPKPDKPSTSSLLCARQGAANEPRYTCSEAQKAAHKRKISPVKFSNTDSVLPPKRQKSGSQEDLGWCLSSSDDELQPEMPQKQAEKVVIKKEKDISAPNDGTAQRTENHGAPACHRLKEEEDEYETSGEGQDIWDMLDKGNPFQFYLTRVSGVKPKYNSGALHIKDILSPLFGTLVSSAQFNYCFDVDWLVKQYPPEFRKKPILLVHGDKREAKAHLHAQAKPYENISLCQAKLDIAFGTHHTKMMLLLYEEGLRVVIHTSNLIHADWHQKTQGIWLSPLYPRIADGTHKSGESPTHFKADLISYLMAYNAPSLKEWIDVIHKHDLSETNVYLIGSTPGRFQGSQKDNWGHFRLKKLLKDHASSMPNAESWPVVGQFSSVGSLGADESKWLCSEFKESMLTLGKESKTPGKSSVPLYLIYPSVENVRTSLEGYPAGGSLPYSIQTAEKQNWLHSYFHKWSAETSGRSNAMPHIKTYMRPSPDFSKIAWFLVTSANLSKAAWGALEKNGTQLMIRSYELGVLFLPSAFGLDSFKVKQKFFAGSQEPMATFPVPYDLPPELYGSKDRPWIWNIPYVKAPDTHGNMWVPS
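Recombinant human Tdp1 (E. coli-expressed, 1 nM final) preincubated with compounds 15 min at room temperature, then 5'-biotin/3'-phosphotyrosine-FITC DNA substrate (15 nM final) added for 5 min. AlphaScreen beads (10 ug/ml final) added 10 min; cleavage lowers signal.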
* hit, by the source's call; & = joins results of further samples; [ ] = another dose, or the depositor's remark. % is scaled to controls: 0 for no effect and ±100 for the full control effect; potency is read from the fitted curve at half-maximal effect. Some of the compounds tested; the hit share may differ from the screen's.

TDP1 block	compound
15%	COc1ccc(-c2ccc(OC)c(C3C4C=CCCC4(C)C(=O)N3Cc3ccccc3)c2)cc1OC (centres undefined)
1%	CCC1=C(OC(=O)N(CC)CC)N2C(=O)OC(=NCCOC)[C@]2(C)[C@H]2C1=CC[C@H]1C(=O)N(CC)C(=O)[C@H]12
5%	COc1cccc(C2c3c(ncn(-c4ccccc4SC)c3=N)Oc3ccc4ccccc4c32)c1 (centres undefined)
2%	COC[C@H]1O[C@@H](c2c(OC)cc(OC)cc2OC)[C@H](OC)[C@@H](OC)[C@@H]1OC
6%	CCC1CC=CC2C1C(=O)N(Cc1ccccc1)C2c1ccc2ccccc2c1 (centres undefined)
-1%[21 µM]	C/C=C\C1=C(CO)[C@H](O)[C@H]2O[C@H]2[C@H]1O
7%	Cc1nc(NCc2ccccc2)c2nc(-c3ccccc3)n(CC3CCN(C)CC3)c2n1
1%	c1coc(CNc2nc(-c3cccs3)nc3ccccc23)c1
3%[21 µM]	CC(=O)OC[C@H]1O[C@@H](O/N=C2/[C@H]3O[C@@H]3[C@@H](O)[C@H]3[C@H]2CCn2c(=O)n(-c4ccccc4)c(=O)n23)[C@H](OC(C)=O)[C@@H](OC(C)=O)[C@@H]1OC(C)=O
2%	O=S1(=O)N=C(Oc2cccc(-c3ccccc3)c2)c2ccccc21
7%[21 µM]	CCC/C=C/C1C(=O)C2OC2C2(OCC(CC)(CC)CO2)C1CO (centres undefined)
8%[21 µM]	CCOC(=O)N/N=C1/C[C@@H](O)[C@@H](O)[C@@H]2[C@@H]3C(=O)N(C(C)(C)C)C(=O)[C@H]3CC[C@@H]12
4%	CCCCC[C@H](O)/C=C/C=C\C/C=C\CCCCC(=O)O
6%[21 µM]	CC(=O)OC[C@@H]1O[C@H](CCON=C(C)C)C=C[C@@H]1OC(C)=O
10%	COC(=O)[C@@]1(Cc2ccc(OC)cc2)[C@H]2c3cc(C(=O)N4CCCC4)n(CCc4ccccn4)c3C[C@H]2CN1C(=O)c1ccccc1
5%[21 µM]	COc1ccc(-c2nc3c(c4c2C[C@H](c2ccccc2)OC4)CN(S(=O)(=O)c2ccc(NC(C)=O)cc2)CC3)c(C)c1
9%[21 µM]	O=C1[C@H]2[C@H]3[C@H](O)[C@H](O)C/C(=N/OCc4ccccc4)[C@@H]3CC[C@@H]2C(=O)N1Cc1ccc2c(c1)OCO2
10%	CC(=O)N1[C@H](C)C=C[C@]1(Cc1ccccc1)C(=O)NCc1ccccn1
17%	COc1ccc([N+](=O)[O-])cc1N
8%[21 µM]	CC1CCC2C(=O)OC(CN3C(=O)c4ccccc4C3=O)CN2C1c1ccc(Br)cc1 (centres undefined)
2%	COC(=O)[C@@]1(Cc2ccc(F)cc2)[C@@H]2C(=CC(=O)[C@H]2CC(=O)C(=O)N(C)C)CN1C(=O)c1ccccc1
5%	CCOC(=O)N1C(COCc2ccccc2)C=CCS1(=O)=O (centres undefined)
11%[12.3 µM]	C=CC1=C2C=C(C3CC3)N(CCCOC(C)C)C=C2C(=O)C(C)(OC(=O)c2ccco2)C1=O (centres undefined)
2%[21 µM]	CC(=O)OC[C@H]1O[C@@H](O/N=C(\C)CCN2CCc3nc(-c4ccccc4)c(-c4ccccc4)cc3C2)[C@H](OC(C)=O)[C@@H](OC(C)=O)[C@H]1OC(C)=O
7%[21 µM]	CN(C)c1cccc(OC2C=CC(C#Cc3ccccc3)OC2CO)c1 (centres undefined)
4%[21 µM]	CCOC(=O)N/N=C1/C[C@@H](O)[C@@H](O)[C@@H]2[C@@H]3C(=O)N(Cc4ccccc4)C(=O)[C@H]3CC[C@@H]12
-6%	COC(=O)[C@@]1(Cc2ccc(OC)cc2)[C@H]2c3cc(C(=O)N(C)C)n(CCN4CNCC4=O)c3C[C@H]2CN1C(=O)c1ccccc1
0%	Cc1cc2c(s1)c1cnn(Cc3c(F)cccc3Cl)c(=O)c1n2C
10%	COC(=O)c1ccc(C(NC(=O)OCc2ccccc2)/C(=C/[C@@H](C)C(=O)N(C)Cc2ccccc2)c2cccnc2)cc1 (some centres undefined)
3%	COc1ccc(-c2ccc(C3C4C=CCC(C)C4C(=O)N3Cc3ccccc3)c(F)c2)cc1C (centres undefined)

An excerpt of these results, bar-delimited:
compound | TDP1 block
CCC1=C(OC(=O)N(CC)CC)N2C(=O)OC(=NCCOC)[C@]2(C)[C@H]2C1=CC[C@H]1C(=O)N(CC)C(=O)[C@H]12 | 1%
COc1cccc(C2c3c(ncn(-c4ccccc4SC)c3=N)Oc3ccc4ccccc4c32)c1 (centres undefined) | 5%
COC[C@H]1O[C@@H](c2c(OC)cc(OC)cc2OC)[C@H](OC)[C@@H](OC)[C@@H]1OC | 2%
CCC1CC=CC2C1C(=O)N(Cc1ccccc1)C2c1ccc2ccccc2c1 (centres undefined) | 6%
C/C=C\C1=C(CO)[C@H](O)[C@H]2O[C@H]2[C@H]1O | -1%[21 µM]
Cc1nc(NCc2ccccc2)c2nc(-c3ccccc3)n(CC3CCN(C)CC3)c2n1 | 7%
c1coc(CNc2nc(-c3cccs3)nc3ccccc23)c1 | 1%
CC(=O)OC[C@H]1O[C@@H](O/N=C2/[C@H]3O[C@@H]3[C@@H](O)[C@H]3[C@H]2CCn2c(=O)n(-c4ccccc4)c(=O)n23)[C@H](OC(C)=O)[C@@H](OC(C)=O)[C@@H]1OC(C)=O | 3%[21 µM]
O=S1(=O)N=C(Oc2cccc(-c3ccccc3)c2)c2ccccc21 | 2%
CCC/C=C/C1C(=O)C2OC2C2(OCC(CC)(CC)CO2)C1CO (centres undefined) | 7%[21 µM]
CCOC(=O)N/N=C1/C[C@@H](O)[C@@H](O)[C@@H]2[C@@H]3C(=O)N(C(C)(C)C)C(=O)[C@H]3CC[C@@H]12 | 8%[21 µM]
CCCCC[C@H](O)/C=C/C=C\C/C=C\CCCCC(=O)O | 4%
CC(=O)OC[C@@H]1O[C@H](CCON=C(C)C)C=C[C@@H]1OC(C)=O | 6%[21 µM]
COC(=O)[C@@]1(Cc2ccc(OC)cc2)[C@H]2c3cc(C(=O)N4CCCC4)n(CCc4ccccn4)c3C[C@H]2CN1C(=O)c1ccccc1 | 10%
COc1ccc(-c2nc3c(c4c2C[C@H](c2ccccc2)OC4)CN(S(=O)(=O)c2ccc(NC(C)=O)cc2)CC3)c(C)c1 | 5%[21 µM]
O=C1[C@H]2[C@H]3[C@H](O)[C@H](O)C/C(=N/OCc4ccccc4)[C@@H]3CC[C@@H]2C(=O)N1Cc1ccc2c(c1)OCO2 | 9%[21 µM]
CC(=O)N1[C@H](C)C=C[C@]1(Cc1ccccc1)C(=O)NCc1ccccn1 | 10%
COc1ccc([N+](=O)[O-])cc1N | 17%
CC1CCC2C(=O)OC(CN3C(=O)c4ccccc4C3=O)CN2C1c1ccc(Br)cc1 (centres undefined) | 8%[21 µM]
COC(=O)[C@@]1(Cc2ccc(F)cc2)[C@@H]2C(=CC(=O)[C@H]2CC(=O)C(=O)N(C)C)CN1C(=O)c1ccccc1 | 2%
CCOC(=O)N1C(COCc2ccccc2)C=CCS1(=O)=O (centres undefined) | 5%
C=CC1=C2C=C(C3CC3)N(CCCOC(C)C)C=C2C(=O)C(C)(OC(=O)c2ccco2)C1=O (centres undefined) | 11%[12.3 µM]

Continuation:
TDP1 block	compound
2%	COc1ccc(-c2nc(-c3ccccc3)c(Nc3c(C)cccc3C)o2)cc1
5%	Cc1cccc(C)c1Nc1oc(-c2ccccc2)nc1-c1cccc2ccccc12
13%	C[Si](C)(C)C#Cc1ccccc1NC(=S)Nc1ccccc1
9%[21 µM]	CC(C)CO/N=C1/C[C@@H](O)[C@@H](O)[C@@H]2[C@@H]3C(=O)N(c4cccc(Oc5ccccc5)c4)C(=O)[C@H]3CC[C@@H]12
-2%	Cc1cc(CNC(=O)[C@@H]2C[C@H]2[C@@H](NP(=O)(c2ccccc2)c2ccccc2)c2ccccc2)nn1C
-5%[21 µM]	C/C=C\C1=C(CO)C(=O)C2O[C@]2(CC=C(C)C)C1=O (some centres undefined)
4%	O=C1CCCC2=C1C1(CCCC1)N=C(Nc1nc3cc(-c4ccccc4)ccc3o1)N2
12%	CCCn1c(-c2ccc(F)cc2)nc2c(NCCCN3CCOCC3)nc(C)nc21
5%[21 µM]	CC(C)=NOC[C@@H](O)COCc1ccco1
10%	COC(=O)CN1C(=O)[C@@H]2[C@H](C1=O)[C@@H]1CC(C(=O)OC)=C[C@@H](C(=O)OC)C3C1=C(C(=O)[C@@]3(C)NC(=O)c1ccccc1)[C@@H]2C (some centres undefined)
2%[21 µM]	CO[C@H]1COC(=O)[C@H](C)NC(=O)[C@@H](C)COC(=O)[C@H]2CCCN2C(=O)C/C=C\[C@H]1C
4%	COC(=O)c1ccc(C(NC(=O)OCc2ccccc2)/C(F)=C/[C@@H](C)C(=O)NCc2cc(C)on2)cc1 (some centres undefined)
8%	C[C@]12C[C@@](C)(C=C1/C=C/c1ccccc1)C(=O)C[C@H]2c1ccccc1
10%	CC(=O)Nc1ccc(SCC(Cc2ccccc2)N2CCN(CCc3ccccc3)CCC2=O)cc1 (centres undefined)
3%[21 µM]	C=CCOC(=O)C(C(C)=O)C(NC(=O)OC)c1cccc(C(F)(F)F)c1 (centres undefined)
2%&0%&0%&1%&2%	CCC1CCC2(C1)N=C(Nc1nc3ccccc3o1)NC1=C2C(=O)CCC1 (centres undefined)
3%[21 µM]	CC(C)CO/N=C1/C[C@@H](O)[C@@H](O)[C@@H]2[C@H]3C(=O)N(c4ccc(F)cc4F)C(=O)[C@@H]3CC[C@@H]12
1%	CCCC[C@H]1CCCO[C@@](C(=O)NCCN2CCOCC2)(C(F)(F)F)C1
-3%	COc1ccc(Cn2ncc3c4sc(C)cc4n(C)c3c2=O)cc1F
2%	Oc1ccc(Cl)cc1C1C=C(c2ccc3c(c2)OCO3)NC(c2ccc(F)c(Br)c2)N1 (centres undefined)
-5%[21 µM]	COC(=O)C/C=C\[C@@H](C)[C@@H](/C=N\O[C@@H](C)c1cc(-c2c(C)cc(C)cc2C)no1)OC
9%	CCC1=C(OC(=O)N(CC)CC)N2C(=O)OC(=NCC3CC3)[C@]2(C)[C@H]2C1=CC[C@H]1C(=O)N(c3ccccc3)C(=O)[C@H]12
1%	COc1ccc(CN(Cc2ccccc2)S(=O)(=O)c2ccccc2)cc1COc1ccc(NC(C)=O)cc1
0%	O=C(c1ccccc1O)N(Cc1ccco1)Cc1cccs1
18%	COC(=O)[C@@]1(Cc2ccccc2)[C@H]2c3cc(C(=O)N4CCCC4)n(Cc4nc5ccccc5[nH]4)c3C[C@H]2CN1C(=O)c1ccccc1
5%	CN(C)c1ccc(CNC(=O)C2(C)C=CCN2C(=O)c2ccccc2)cc1 (centres undefined)
1%	NCCC[C@@H](CC(=O)N[C@@H]1CCNC[C@H]1C(=O)N[C@H](CC(=O)N[C@@H](CCC(=O)O)CC(=O)O)Cc1c[nH]c2ccccc12)NC(=O)C[C@H](CO)NC(=O)[C@@H]1CNCC[C@H]1N
5%	COc1ccc(-c2cc(C3C4C=CCC(C)C4C(=O)N3Cc3ccccc3)ccc2F)cc1 (centres undefined)
1%	Cc1ccc2oc(NC3=NC4(CCCC4)C4=C(CCCC4=O)N3)nc2c1
19%	COC(=O)[C@@]1(Cc2ccc(OC)cc2)[C@H]2c3cc(C(=O)N4CCCC4)n(Cc4cc(F)cc5c4OCOC5)c3C[C@H]2CN1C(=O)c1ccccc1
9%	COC(=O)c1ccc(C(NC(=O)OCc2ccccc2)/C(=C/[C@@H](C)C(=O)Nc2ccccc2)c2cccnc2)cc1 (some centres undefined)
1%[21 µM]	CC(=O)OCC1OC(C#Cc2ccc(Br)cc2)C=CC1OC(C)=O (centres undefined)
7%	N#Cc1ccc(CS(=O)(=O)c2ccccc2)cc1
6%[21 µM]	Cc1ccc(C(C)C)n1C(=O)OC(C)(C)C
4%	Cc1ccc2ccc3c(c2n1)NS(=O)(=O)c1ccccc1-3
14%	CCOCCO
6%[21 µM]	COc1ccc(COC(=O)N/N=C2/C[C@@H](O)[C@@H](O)[C@@H]3[C@@H]4C(=O)N(Cc5ccc6c(c5)OCO6)C(=O)[C@H]4CC[C@@H]23)cc1
4%	Cc1cccc(C)c1Nc1oc(-c2ccccc2)nc1-c1ccccc1
7%	C=CCC1(O)CCOc2ccccc21 (centres undefined)
-3%	CCCCCCCCCCCCC/C=C/[C@@H](O)C(CO)NC(C)=O (some centres undefined)
6%	CC(=O)OCC(NC(=O)C(C)NC(=O)OC(C)(C)C)C1OC(n2cc(F)c(=O)[nH]c2=O)C(OC(C)=O)C1OC(C)=O (centres undefined)
-4%	CC(C)[C@@H](CC(=O)N[C@@H]1CCCC[C@H]1C(=O)N[C@H](CC(=O)N[C@@H](CCC(=O)O)CC(=O)O)Cc1ccccc1)NC(=O)C[C@H](Cc1c[nH]c2ccccc12)NC(=O)[C@@H]1CCCC[C@H]1N
7%	COC(=O)C/C=C/[C@@H](C)[C@@H](Cc1ccccc1Br)OC
12%	COC(=O)Cn1c(C(=O)N(C)C)cc2c1C[C@H]1CN(C(=O)c3ccccc3)[C@@](Cc3ccc(OC)cc3)(C(=O)OC)[C@@H]21
11%[21 µM]	CC1CCC2C(=O)N3C(CCC(C)[C@H]3c3ccccc3Br)C(=O)N2C1c1ccccc1Br (some centres undefined)
